From PubChem BioAssay
CXCR6 block: inhibitors of human CXCR6 receptor | O00574 | hit rate 0.36% among 360,000 | CHO-K1 PathHunter CXCR6 beta-arrestin, luminescence | inhibition, % at 20 µM | AID 602244; in the data active = inhibition above about 34%, passing the limit was not always enough;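 also: antagonist mode with CXCL16 agonist at 10 nM final; 0% = 10 nM CXCL16 with DMSO and 100% = unstimulated wells without agonist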
Target sequence (O00574 whole entry, looked up): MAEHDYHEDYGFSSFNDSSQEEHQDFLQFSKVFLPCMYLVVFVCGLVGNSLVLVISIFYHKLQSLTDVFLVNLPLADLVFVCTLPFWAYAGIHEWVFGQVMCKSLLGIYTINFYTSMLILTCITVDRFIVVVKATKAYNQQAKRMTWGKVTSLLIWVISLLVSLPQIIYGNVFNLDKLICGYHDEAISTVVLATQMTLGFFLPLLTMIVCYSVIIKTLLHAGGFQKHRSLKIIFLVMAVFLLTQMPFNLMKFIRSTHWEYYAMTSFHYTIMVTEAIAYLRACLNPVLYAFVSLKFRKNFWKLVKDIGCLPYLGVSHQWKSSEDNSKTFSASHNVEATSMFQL
EBI2 block: EBI2 (human) antagonism; P32249; EBI2 beta-arrestin recruitment, luminescence, 7a,25-OHC stimulated; inhibition, % at 5 µM; hit rate 0.81% among 360,000; in the data active = inhibition above about 38%;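 also: enzyme fragment complementation signal reports receptor beta-arrestin coupling in cells; 0% = agonist plus DMSO wells and 100% = wells without agonist; some results beyond the cut were filed as inactive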
Target sequence (P32249 whole entry, looked up, the tested form may be a part): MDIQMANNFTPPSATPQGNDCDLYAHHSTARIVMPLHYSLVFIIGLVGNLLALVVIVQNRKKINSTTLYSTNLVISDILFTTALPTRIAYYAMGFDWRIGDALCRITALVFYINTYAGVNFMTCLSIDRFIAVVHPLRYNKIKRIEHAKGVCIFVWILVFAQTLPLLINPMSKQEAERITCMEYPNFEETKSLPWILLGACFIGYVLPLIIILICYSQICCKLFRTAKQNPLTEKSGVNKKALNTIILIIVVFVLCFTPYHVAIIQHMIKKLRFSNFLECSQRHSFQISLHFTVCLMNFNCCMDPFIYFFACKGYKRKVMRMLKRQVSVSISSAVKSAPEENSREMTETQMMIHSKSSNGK
APJ antagonist: APJ receptor antagonism; P35414; CHO-K1 APJ beta-arrestin complementation, luminescence; inhibition, % at 20 µM; hit rate 0.32% among 330,000; AID 2521;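 active = inhibition above about 40% at 20 µM, limit read from the data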;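 also: cells challenged with 10 nM apelin-13 agonist together with compound; plate controls were apelin-13 plus DMSO wells for no effect and DMSO wells lacking apelin-13 for full effect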
697 NFkB inh: inhibitors of the PMA/ionomycin-induced NF-kB reporter in 697 B cells | 697 B-cell NF-kB luciferase reporter, 16 h | inhibition, % at 4 µM | hit rate 0.33% among 330,000; in the data active = inhibition above about 35%
Jurkat NFkB inh: inhibitors of the PMA/ionomycin-induced NF-kB reporter in Jurkat cells; PMA/ionomycin-induced NF-kB luciferase reporter, luminescence; inhibition, % at 4 µM; hit rate 0.53% among 330,000; AID 435003; in the data active = inhibition above about 50%
Gli-Sufu antag: Gli-Sufu pathway antagonism. Sufu-KO-LIGHT fibroblasts, Gli luciferase reporter luminescence. inhibition, % at 5 µM. hit rate 0.74% among 340,000;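 active = inhibition above about 55%, limit read from the data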;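 also: 0% = DMSO-treated cells and 100% = wells with medium but no cells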
UBC13 polyUb: inhibitors of human UBC13 polyubiquitin chain formation | hit rate 0.47% among 330,000 | TR-FRET | inhibition, % at 20 µM | AID 485273 | P61088; in the data active = inhibition above about 45%, passing the limit was not always enough
Target sequence (P61088 whole entry, looked up): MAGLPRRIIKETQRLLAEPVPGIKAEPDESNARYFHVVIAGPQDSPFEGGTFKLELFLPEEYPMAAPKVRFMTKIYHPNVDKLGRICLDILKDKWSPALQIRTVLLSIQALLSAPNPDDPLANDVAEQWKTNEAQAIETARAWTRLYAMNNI
CCR6 antagonist: blocks CCL20-driven beta-arrestin recruitment at human CCR6 | P51684 | inhibition, % at 20 µM | CHO-K1 CCR6 PathHunter beta-arrestin, luminescence, CCL20-stimulated | hit rate 0.49% among 340,000;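 active = compounds whose inhibition of the agonist-driven luminescence signal at 20 µM reaches about 50%, limit read from the data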;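 also: cells stimulated with CCL20 at 14 nM final; plate controls were DMSO with CCL20 for no effect and DMSO without agonist for full effect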
* hit, by the source's call; · = not tested or not shown.

#	canonical_smiles	CXCR6 block	EBI2 block	APJ antagonist	697 NFkB inh	Jurkat NFkB inh	Gli-Sufu antag	UBC13 polyUb	CCR6 antagonist
1	CC(=O)c1cccc(NC(=O)/C(=C\c2ccco2)NC(=O)c2cccs2)c1	0	2	-4	1	1	6	-6	-2
2	O=c1[nH]cnc2c1ncn2C1OCC(O)C(O)C1O (stereo unspecified)	0	-4	·	·	·	-33	·	1
3	N#CCCN(C(=O)COC(=O)c1ccc2c(c1)OCCO2)c1ccccc1	14	-7	18	18	6	2	-3	10
4	C=CCNC(=O)COc1coc(CN2CCN(C(=O)c3ccco3)CC2)cc1=O	0	2	9	19	25	-8	0	3
5	CCOC(=O)c1sc(=S)n(CC)c1NC(=O)c1ccccc1	10	0	10	12	9	5	-9	6
6	O=C1CSC(=Nc2cccc(Cl)c2Cl)N1Cc1cccnc1	0	10	10	5	2	5	10	14
7	O=C(CSc1nnc(CNC(=O)C23CC4CC(CC(C4)C2)C3)n1-c1ccccc1)Nc1ccccc1	-1	8	-2	-11	-6	15	-4	5
8	CCNc1c(NS(=O)(=O)c2ccc(Br)s2)c(=O)oc2ccccc12	-4	1	13	1	9	25	6	13
9	CC[C@@H]1C=C(C(=O)O)[C@H](c2ccc(Cl)cc2)N1S(=O)(=O)c1ccc(C)cc1	2	-6	-13	11	5	-4	-7	-4
10	COCc1cc(=O)n2c(-c3ccccc3OC)n[nH]c2n1	-4	-2	-14	-10	-13	7	3	12
11	COc1ccc(Cl)cc1C(=O)NNC(=O)c1n[nH]c2ccccc12	4	-5	10	22	2	-1	25	4
12	COc1cc2c(cc1OC)CN(C(=O)CCNC(=O)c1ccc(Br)cc1)CC2	5	0	15	12	10	-2	4	11
13	Cc1ccc(NC(=O)CSc2nnc(NC(=O)CN3CCOCC3)s2)cc1	4	-1	-7	-5	-9	36	-6	3
14	Cc1ccc(NC(=O)C2CCN(S(=O)(=O)c3ccc4c(c3)NC(=O)C(C)S4)CC2)c(C)c1 (stereo unspecified)	-3	0	-37	2	11	24	8	-21
15	CS(=O)(=O)c1cccc(C(=O)NCc2ccc(F)cc2)c1	0	8	5	5	-8	-1	-3	2
16	O=C(CCSc1nc(-c2ccco2)cc(C(F)(F)F)n1)NCCc1ccccc1	15	13	-2	-8	-21	2	-2	-7
17	COc1ccc2c(Cl)c(C(=O)N/N=C/c3ccncc3)sc2c1	-6	3	16	-18	1	-9	0	-11
18	Cc1ccccc1NC(=S)NCc1ccc(Cl)cc1	0	2	10	4	4	-1	-1	24
19	COCCCNC(=O)Cn1c(=O)n(Cc2ccccc2Cl)c(=O)c2cc(OC)c(OC)cc21	-12	-4	0	33	-9	4	1	1
20	O=C(NC(=O)N1CCN(C(c2ccccc2)c2ccccc2)CC1)c1ccccc1	0	27	3	36*	-7	10	-1	11
21	Cc1ccccc1NC(=O)Nc1nnc(CC(=O)NCc2ccccc2)s1	-9	1	3	18	17	-10	3	-12
22	CC(C)C1C(C#N)=C(N)Oc2n[nH]c(-c3ccccc3)c21 (stereo unspecified)	-5	2	-8	1	0	0	6	-14
23	O=C(c1ccco1)N(Cc1cccc(Cl)c1)C1CCS(=O)(=O)C1 (stereo unspecified)	1	-2	-8	-1	15	-10	-3	23
24	O=C(/C=C/c1cccc([N+](=O)[O-])c1)N1CCN(Cc2ccccc2)CC1	-3	53*	8	3	18	-4	-4	11
25	COc1ccc(CN(C)C(=O)c2[nH]c(C)c(C(C)=O)c2C)cc1F	6	-16	-29	2	10	13	1	13
26	COCCNC(=O)C1CCC(Cn2c(=S)[nH]c3ccccc3c2=O)CC1 (stereo unspecified)	-2	-3	15	5	-14	-4	3	18
27	O=C(NCCN1CCOCC1)c1ccc(Cl)c(S(=O)(=O)N2CCCCC2)c1	5	10	9	-11	-4	3	-5	-1
28	COc1cccc(CN2CC(C(=O)NC3CCCCCC3)CCC2=O)c1 (stereo unspecified)	-2	14	-7	-2	5	-3	1	8
29	O=[N+]([O-])c1cccnc1NCc1cccs1	-10	1	3	-3	-8	-16	-5	5
30	N#CCCN(Cc1cccnc1)C(=S)NC(=O)c1ccccc1	-2	10	17	7	-7	6	2	5
31	Cc1ccc(-c2csc3nc4cc(C(=O)NC5CCC(O)CC5)ccc4c(=O)n23)cc1 (stereo unspecified)	1	5	10	-4	-6	3	8	5
32	O=C(NCCN1CCOCC1)c1cccc(Cl)c1	11	-5	20	7	2	-4	3	-9
33	CCC(C)N(C(=O)c1csnn1)C(C(=O)NCc1ccc(F)cc1)c1ccco1 (stereo unspecified)	4	5	-8	-10	-11	3	-12	-2
34	O=C(COC(=O)c1ccc[nH]c1=O)Nc1cc(S(=O)(=O)N2CCCCCC2)ccc1Cl	-11	-10	-4	13	20	-1	2	12
35	COc1ccc(C(=O)CN2C(=O)c3ccccc3S2(=O)=O)cc1Br	-22	-1	-48	15	-7	20	-7	14
36	NC(=O)c1cc2ccncc2c2ccccc12	7	9	1	10	38	-19	1	4

An excerpt from above in order of their number in CCR6 antagonist, high to low:
| no. | molecule | CCR6 antagonist |
| --- | --- | --- |
| 35 | COc1ccc(C(=O)CN2C(=O)c3ccccc3S2(=O)=O)cc1Br | 14 |
| 31 | Cc1ccc(-c2csc3nc4cc(C(=O)NC5CCC(O)CC5)ccc4c(=O)n23)cc1 (stereo unspecified) | 5 |
| 33 | CCC(C)N(C(=O)c1csnn1)C(C(=O)NCc1ccc(F)cc1)c1ccco1 (stereo unspecified) | -2 |

Next results
#	canonical_smiles	CXCR6 block	EBI2 block	APJ antagonist	697 NFkB inh	Jurkat NFkB inh	Gli-Sufu antag	UBC13 polyUb	CCR6 antagonist
37	CN(C)/C=C/C(=O)/C=C/c1ccc(Cl)cc1Cl	14	2	2	-24	-25	-61	-6	15
38	Cc1cc([N+](=O)[O-])cnc1N1CCOCC1	-10	-7	0	6	7	0	-7	6
39	CCCCn1c(N)c(N(CCOC)C(=O)CCNC(=O)NC23CC4CC(CC(C4)C2)C3)c(=O)[nH]c1=O	8	4	·	·	·	-15	·	-2
40	COc1cccc(/C=C/C(=O)c2ccc(NS(=O)(=O)c3ccc(C)cc3)cc2)c1	16	62*	16	3	5	1	-10	23
41	COC(=O)c1cc(C(=O)Nc2cc(C)ccn2)cc([N+](=O)[O-])c1	-11	-6	-24	4	-12	-33	-10	0
42	CC(=O)N1CCc2cc(Br)cc(S(=O)(=O)N3CCC(C(=O)O)CC3)c21	2	-3	-1	-21	6	-9	-12	4
43	CC(C)CCNC(=O)c1ccc2c(c1)ncn2C1CCCC1	-6	-12	5	2	-17	-10	-3	3
44	Cc1c(NC(=S)NCc2ccc(F)cc2)cccc1[N+](=O)[O-]	2	-10	1	5	-1	8	-1	21
45	O=C(CNS(=O)(=O)c1ccccc1)Nc1ccc(F)cc1F	-2	2	1	10	6	-12	9	3
46	N#Cc1nc(-c2cccc3ccccc23)oc1NCCN1CCOCC1	-13	4	8	4	-9	-9	16	4
47	COc1ccccc1-[n+]1c(C)cc(/C=C2\Sc3ccccc3N2C)cc1C	9	4	16	2	93*	85*	-58	16
48	Cc1cccc(N2C(=O)CC(N3CCN(Cc4ccc5c(c4)OCO5)CC3)C2=O)c1 (stereo unspecified)	1	6	9	5	4	9	-12	17

Next section (6 carried over from the part before).
#	canonical_smiles	CXCR6 block	EBI2 block	APJ antagonist	697 NFkB inh	Jurkat NFkB inh	Gli-Sufu antag	UBC13 polyUb	CCR6 antagonist
43	CC(C)CCNC(=O)c1ccc2c(c1)ncn2C1CCCC1	-6	-12	5	2	-17	-10	-3	3
44	Cc1c(NC(=S)NCc2ccc(F)cc2)cccc1[N+](=O)[O-]	2	-10	1	5	-1	8	-1	21
45	O=C(CNS(=O)(=O)c1ccccc1)Nc1ccc(F)cc1F	-2	2	1	10	6	-12	9	3
46	N#Cc1nc(-c2cccc3ccccc23)oc1NCCN1CCOCC1	-13	4	8	4	-9	-9	16	4
47	COc1ccccc1-[n+]1c(C)cc(/C=C2\Sc3ccccc3N2C)cc1C	9	4	16	2	93*	85*	-58	16
48	Cc1cccc(N2C(=O)CC(N3CCN(Cc4ccc5c(c4)OCO5)CC3)C2=O)c1 (stereo unspecified)	1	6	9	5	4	9	-12	17
49	O=S(=O)(NCCc1ccc(Cl)cc1)c1cccs1	-9	5	-7	-4	1	4	-1	14
50	Cc1cccc(C(=O)NNC(=O)C23CC4CC(CC(C4)C2)C3)c1O	-2	-5	6	3	15	14	12	3
51	O=C(CNC(=O)c1ccccc1)OCc1cccc(Br)c1	-1	0	-19	4	-1	0	-10	8
52	COc1ccc(OC)c(C(c2nnnn2CC2CCCO2)N2CCN(C3CCCC3)CC2)c1 (stereo unspecified)	7	4	0	8	11	35	6	-8
53	COc1ccc(N2CC(C(=O)N[C@@H](CC(C)C)C(=O)NC3CCCC3)CC2=O)cc1 (stereo partly specified)	6	10	-12	-3	-1	-8	-3	5
54	O=C(c1ccco1)N1CCN(S(=O)(=O)/C=C/c2ccccc2)CC1	-9	7	6	-1	4	-3	7	-10
55	COc1cnn(-c2cccc(Cl)c2)c(=O)c1Cl	8	2	-11	7	-14	1	-8	0
56	CC(C)CC(=O)Nc1nnc(SCC(=O)NCc2ccco2)s1	-3	-28	-5	9	-4	1	8	-18
57	CCN(CC(=O)Nc1cccc(OC)c1)C(=O)c1ccncc1	12	6	-16	-13	-18	-15	6	-3
58	CC1=C(C(=O)OCC2CCCCC2)C(c2ccccc2F)NC(=O)N1 (stereo unspecified)	9	1	9	-10	8	10	0	13
59	C[n+]1ccccc1/C=C/c1ccccc1Cl	-2	4	7	1	-9	19	4	0
60	CC(=O)c1ccc(NC2OC(CO)C(O)C(O)C2O)cc1 (stereo unspecified)	-8	-4	10	11	4	-2	-1	10
61	O=C1CN(C(=O)CN2C(=O)NC(c3ccccc3)(c3ccccc3)C2=O)c2ccccc2N1	2	6	7	8	-6	-27	-2	11
62	CC(NC(=O)c1ccc(N(C)C)cc1)C1CC2CCC1C2 (stereo unspecified)	0	-5	·	·	·	-8	·	-1
63	CC(C)C[C@H](NC(=O)N1CCN(c2ccccc2)CC1)C(=O)O	-6	1	12	16	14	0	-4	13
64	Cc1ccc(-n2cc(CN(C)Cc3nccn3C)c(-c3cccc(C)c3)n2)cc1	7	-7	17	-5	4	15	20	0
65	Cc1ccc(S(=O)(=O)N2CCOCC2)cc1C(=O)NC1CCCC1	0	-6	8	17	3	22	1	7
66	C=CCN1C2=NCCCN2c2ccccc21	3	-6	0	-2	-9	-4	-4	7
67	CCSc1nnc(NC(=O)C(NC(=O)c2ccc(Cl)cc2)C(C)C)s1 (stereo unspecified)	0	-6	-3	-11	6	4	2	-3
68	O=C1C2C3C=CC(CC3)C2C(=O)N1c1cccc(Br)c1 (stereo unspecified)	-14	-4	-5	-25	-13	-8	0	-5
